D2 potentiator = HTS Assay for Positive Allosteric Modulators of the Human D2 Dopamine Receptor: Primary Screen for Potentiators | HEK293 T-REx D2, calcium flux, EC20 dopamine potentiation | 340,000 tested, 0.34% active | AID 485347, 2010 | D(2) dopamine receptor (Homo sapiens), P14416 | potentiation, % at 10 µM;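 active means potentiation over 3 SD above the plate norm, cut at about 30% in these data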; further: 0% is about no effect
Target sequence (P14416 whole entry, looked up): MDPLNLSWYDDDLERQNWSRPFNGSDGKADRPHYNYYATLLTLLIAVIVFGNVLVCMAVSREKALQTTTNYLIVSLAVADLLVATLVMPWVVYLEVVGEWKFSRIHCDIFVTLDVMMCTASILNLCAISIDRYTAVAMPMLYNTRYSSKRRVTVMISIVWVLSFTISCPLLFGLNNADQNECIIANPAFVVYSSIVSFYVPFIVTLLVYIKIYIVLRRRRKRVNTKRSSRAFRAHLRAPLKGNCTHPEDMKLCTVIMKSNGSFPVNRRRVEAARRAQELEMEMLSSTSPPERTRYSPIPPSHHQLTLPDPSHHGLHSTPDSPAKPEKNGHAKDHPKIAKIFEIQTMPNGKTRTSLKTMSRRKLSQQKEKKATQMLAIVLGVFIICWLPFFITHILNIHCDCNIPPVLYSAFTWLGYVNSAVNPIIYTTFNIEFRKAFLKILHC
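Cells plated with tetracycline inducer and held overnight at 30 C; calcium dye loaded 30–90 min at room temperature; baseline taken, compound added and read 180 s; EC20 dopamine then added and read 180 s.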
D1 PAM = Potentiators of Human D1 Dopamine Receptor: qHTS | HEK293 TREx D1 cells, calcium flux, dopamine EC20 potentiation | D(1A) dopamine receptor (Homo sapiens), P21728 | AID 504651, 2011 | 360,000 tested, 0.036% active | potentiation, % at 10 µM; in the data active means potentiation above about 30%; further: 0% is about no effect
Target sequence (P21728 whole entry, looked up): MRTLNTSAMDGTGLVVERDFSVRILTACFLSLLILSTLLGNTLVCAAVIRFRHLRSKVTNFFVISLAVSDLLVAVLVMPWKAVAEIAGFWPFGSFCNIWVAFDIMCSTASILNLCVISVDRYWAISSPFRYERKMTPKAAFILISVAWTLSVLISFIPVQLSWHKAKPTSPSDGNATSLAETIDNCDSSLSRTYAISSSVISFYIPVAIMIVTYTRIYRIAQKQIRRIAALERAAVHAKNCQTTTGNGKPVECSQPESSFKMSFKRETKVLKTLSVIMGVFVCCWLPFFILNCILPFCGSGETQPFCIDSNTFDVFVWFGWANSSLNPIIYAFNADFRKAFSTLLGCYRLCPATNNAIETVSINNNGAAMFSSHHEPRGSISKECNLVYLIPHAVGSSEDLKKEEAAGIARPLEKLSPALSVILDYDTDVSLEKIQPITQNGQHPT
Vif-APOBEC3G blk = qHTS for Inhibitors of Vif-A3G Interactions: qHTS | DNA dC->dU-editing enzyme APOBEC-3G (Homo sapiens), Q9HC16 | HeLa A3G-eYFP + Vif (tagged APOBEC3G with the HIV-1 protein that degrades it), YFP fluorescence, overnight | Potency, µM (series often up to 46.1 µM), for inactives: at the highest dose activity, negative = active, most hits filed as inhibitors | 410,000 tested, 0.076% active | AID 602310, 2012;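 further: potency means the concentration at half of the fitted maximal effect; on the % scale 0 is the no-effect control and ±100 the full control effect; nearly all actives have a fitted effect of over 60% in size; hits raise eYFP signal because A3G escapes Vif-driven loss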
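Read-out is eYFP fluorescence (Ex 488/Em 500-530) from Vif-expressing HeLa A3G-eYFP cells; more signal means A3G escaped Vif-mediated degradation. Cells plated overnight, compound pinned in, incubated overnight at 37 deg C.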
Vif-APOBEC3F blk = qHTS for Inhibitors of Vif-A3F Interactions: qHTS; Potency, µM (doses to about 46.1 µM), for inactives: at the top dose activity, negative = active; AID 602313, 2012; HeLa A3F-eYFP + Vif (tagged APOBEC3F with the HIV-1 protein that degrades it), YFP fluorescence increase; 390,000 tested, 0.2% active; further: potency means the concentration at half of the fitted maximal effect; % of control where 0% means no effect; nearly all actives have a fitted effect of over 65% in size
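HeLa cells stably expressing A3F-eYFP plus Vif, plated and incubated overnight at 37 deg C, then exposed to compounds overnight at 37 deg C. Blocked degradation read as raised yellow fluorescence (Ex 488/Em 500-530).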
D1 ag = Allosteric Agonists of the Human D1 Dopamine Receptor: qHTS; D(1A) dopamine receptor (Homo sapiens), P21728; 360,000 tested, 1% active; HEK293 T-REx D1 cells, calcium flux, agonist mode; activation, % at 2 µM; in the data active means activation above about 30%; further: 0% is about no effect
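Agonism was scored from calcium flux recorded over 180 s (1 read/s) after pintool compound addition, following a 10-cycle baseline. Cells were inducible force-coupled HEK293 TREx D1, plated overnight at 30 C and loaded with no-wash calcium dye.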
Glioma ERSR ind = qHTS for Inducers of the Endoplasmic Reticulum Stress Response (ERSR) in Human Glioma: qHTS | U87-MG GRP78 promoter luciferase reporter, 16 h | AID 602332, 2012 | Potency, µM, without a hit: at the highest dose activation, hits mostly activators | 420,000 tested, 0.02% active; further: potency means the concentration at half of the fitted maximal effect; series mostly up to about 76 µM; % of control where 0% means no effect; nearly all actives have a fitted effect of over 35% in size
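Stably transfected U87-MG glioma cells carrying a GRP78-based luciferase sensor; 16 h compound incubation. Luminescence end-point read 10 min after Bright-Glo addition at room temperature.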
LDHA inh = qHTS assay for inhibitors of human lactate dehydrogenase; 480,000 tested, 0.15% active; L-lactate dehydrogenase A chain (Homo sapiens), P00338; AID 1347041, 2019; purified LDHA, NADH/diaphorase-resazurin fluorescence; stronger effect = lower value; activity change, % (values are at about 110 or 230 µM); in the data active means activity change below about -30%; inconclusive means mostly about -25% to -30%;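 further: plate controls were DMSO wells for no effect and wells without enzyme for full effect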
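Human LDH5 at 2 nM final in Tris HCl pH 7.4 with 0.06 mM NADH and 0.2 mM pyruvate, reacted 5 minutes at room temperature. Remaining NADH coupled via diaphorase/resazurin; resorufin fluorescence read at 0 and 20 minutes, normalized to enzyme-free and DMSO wells.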
RXFP1 ag = qHTS Assay for Agonists of the Relaxin Receptor RXFP1; 370,000 tested, 0.3% active; AID 2676, 2010; Relaxin receptor 1 (Homo sapiens), Q9HBX9; Potency, µM (top dose mostly 57.5 µM), for inactives: top-dose activation, hits mostly activators; HEK293T-RXFP1 cAMP TR-FRET, 30 min; response scale: percent of porcine relaxin response, buffer zero; further: potency means the concentration at half of the fitted maximal effect; on the % scale 0 is the no-effect control and ±100 the full control effect; nearly all actives have a fitted effect of over 60% in size; many of its hits are not listed in these tables
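HEK293 cells stably expressing RXFP1, treated 30 min at 37C with compounds plus PDE4 inhibitor Ro 20174; cAMP measured by HTRF TR-FRET. Normalized to buffer and 29 nM porcine relaxin; EC50 by Hill fit.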
D1 antag = Antagonist of Human D 1 Dopamine Receptor: qHTS; 360,000 tested, 3.2% active; activity change, negative = inhibition, % at 10 µM; D(1A) dopamine receptor (Homo sapiens), P21728; HEK293 TREx D1 cells, calcium flux, dopamine EC80; stronger effect = lower value; in the data active means activity change below about -30%; further: on the % scale 0 is the no-effect control and ±100 the full control effect
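Tetracycline-induced HEK293 T-REx cells with force-coupled D1 receptor were loaded with a no-wash calcium dye. Compound was added after a 10 s baseline and read kinetically for 180 s; EC80 dopamine was then added and calcium flux followed another 180 s.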
The depositor's hits bear a star; ? = inconclusive; · = not tested or not shown; & = joins results of further samples. Unless noted, the call rests on the fitted dose curve; in most records, active means well fitted curve in the direction sought with a large enough effect; inconclusive means small, poorly fitted or top-dose-only effect, or another doubt; inactive means no such curve, though single readings can be large; an effect the other way counts as inactive or inconclusive. This is a subset; rates above refer to the full screens.

SMILES | D2 potentiator | D1 PAM | Vif-APOBEC3G blk | Vif-APOBEC3F blk | D1 ag | Glioma ERSR ind | LDHA inh | RXFP1 ag | D1 antag
Cc1ccc(C)c(Nc2nc3c(S(=O)(=O)c4ccc(Br)cc4)nnn3c3ccsc23)c1 | · | -1 | 2% | 6% | 3 | -5% | -2 | 7.4% | 1
COc1ccc(NC(=O)c2c(C)oc3ccc(O)c(CN4CCCCCC4)c23)cc1Cl | · | -2 | 1% | 2% | -3 | -3% | -1 | -0.3% | -21
Cc1ccc(SCc2c(C(=O)N/N=C/c3ccco3)nnn2-c2nonc2N)cc1 | · | · | 1% | 0% | · | -5% | -5 | · | ·
COc1ccc2cc(C)c3nnc(SCc4cccnc4)n3c2c1 | 1 | 6 | 3% | 11% | 0 | -6% | -3 | 4.8% | -20
CCc1ccc[n+](-c2[nH]c(=O)sc2/C=N/N=C(\[O-])c2ccncc2)c1 | 12 | -4 | 8% | ? | 4 | 0% | -2 | 4.5% | 10
O=C(COC(=O)c1ccccc1O)NCCCc1ccccc1 | -9 | -6 | -2% | 12% | 2 | 4% | -4 | 0.5% | -34*
CC(CC(=O)Nc1nc2ccccc2[nH]1)c1ccccc1 (centres undefined) | -6 | -3 | -21% | -2% | 6 | 5% | -11 | -2.3% | -5
CC(C)NC(=O)c1ccc2c(=O)n(C3CCCC3)c(=S)[nH]c2c1 | 1 | -2 | -5% | -2% | 2 | -1% | -12 | 1.9% | -2
CC(C)[C@H](NS(=O)(=O)c1ccccc1F)C(=O)OCC(=O)Nc1cccc(S(N)(=O)=O)c1 | · | · | 0% | 5% | · | -3% | -1 | · | ·
O=C(O)CCCNCc1ccccc1F | -3 | 0 | 1% | 0% | 4 | -4% | 0 | 0.8% | 5
Cc1c(C(=O)NCc2ccc3c(c2)cc(C)n3C)cccc1[N+](=O)[O-] | 0 | -1 | 2% | 0% | -4 | -1% | 2 | 6.3% | -4
CC1CC(C)(C)NC(=S)N1CCC(=O)Nc1ccc2c(c1)OCCO2 (centres undefined) | 3 | -4 | -11% | -12% | 2 | -4% | -5 | 1.6% | -7
Cn1c(N)c(C(=O)COC(=O)CSc2cccc3cccc(Cl)c23)c(=O)n(C)c1=O | 14 | 19 | 5% | 6% | 0 | -3% | 4 | 12% | 7
CN(C)c1ccc(C(=O)NCc2ccc3c(c2)CCN3C(=O)c2ccccc2)cc1 | 7 | -2 | -19% | ? | 1 | -3% | 2 | 0.9% | -9
Cc1ccsc1C(=O)NNC(=O)c1ccc(NS(=O)(=O)c2cccs2)cc1 | -8 | 0 | 0% | 1% | 5 | 1% | -8 | 3.3% | 14
Cc1c(C)n(Cc2ccc(F)cc2)c2ccc(C(=O)Nc3ccc(Cl)cc3)cc12 | 7 | -1 | -5% | -4% | 2 | -2% | 3 | -3.0% | 12
Cc1ccc(C(=O)COC(=O)CN2C(=O)C3C4CC(C(Br)C4Br)C3C2=O)cc1 (centres undefined) | 0 | -5 | -1% | 11% | 4 | -6% | -9 | 0.0% | 1
Nc1ccc(S(=O)(=O)Nc2nc(-c3ccccc3)cc(-c3ccccc3)n2)cc1 | -9 | 3 | -9% | 1% | 3 | 0% | -6 | -0.2% | 6
CC(OC(=O)CN(C)S(=O)(=O)c1ccc(Cl)cc1)C(=O)Nc1ncc(Cl)cc1Cl (centres undefined) | 2 | -3 | 1% | -4% | 6 | -5% | -3 | -1.2% | -18
COc1cccc(/C=C2/SC(=S)N(CC(=O)NNC(=O)c3ccccc3OC)C2=O)c1 | · | -4 | 0% | 6% | 2 | 20% | -6 | 6.2% | 1
CCN(CC(=O)NCCCN1CCOCC1)S(=O)(=O)c1ccc(F)cc1 | 1 | · | 1% | 1% | 8 | -6% | -8 | 0.6% | 4
O=C(COc1ncnc2sccc12)NC1CCCCC1 | 2 | 4 | 1% | 7% | 2 | 2% | -9 | 3.2% | 7
S=c1[nH]ncn1/N=C/c1cccs1 | -22 | -2 | 0% | 1% | 0 | -1% | -3 | -1.9% | 3
CCc1ccc(NC(=O)CSc2nc(=O)n(Cc3ccco3)c3c2CCC3)cc1 | -1 | -2 | 2% | -1% | 7 | -3% | -1 | 0.0% | ·
Cc1ccc(CCc2nnc(SCC(=O)Nc3cc(Cl)ccc3Cl)n2-c2ccccc2)o1 | · | 19 | -8% | 1% | 12 | -3% | -8 | 1.9% | -4
(further entries)
SMILES | D2 potentiator | D1 PAM | Vif-APOBEC3G blk | Vif-APOBEC3F blk | D1 ag | Glioma ERSR ind | LDHA inh | RXFP1 ag | D1 antag
CCOc1ccccc1N1CCN(CC(=O)Nc2nc(C)c(C(=O)N(C)C)s2)CC1 | -22 | -1 | 0% | -3% | 1 | -5% | -10 | -2.0% | 0
CN(C)CC1(c2ccccc2)CCCC1 | 12 | 2 | 1% | 2% | 3 | -5% | -7&0 | -1.1% | -11
COc1ccccc1/C=C/C=c1\sc2nc(=O)c(Cc3ccccc3)nn2c1=O | -1 | 5 | 0% | -17% | 4 | -4% | -6 | 3.4% | -11
CCn1c(CNc2ccccc2Cl)nnc1SCC(=O)OC1CCCCC1 | -8 | -3 | -1% | -19% | 0 | 2% | -2 | 1.6% | 5
CCC(C)NCCOc1ccc(C)cc1[N+](=O)[O-] (centres undefined) | -21 | -5 | -2% | -14% | 2 | 5% | -21 | 1.6% | 2
COc1ccc(S(=O)(=O)Nc2cccc(/C=C/C(=O)O)c2)cc1 | · | -1 | 1% | 0% | 3 | -6% | 0 | -0.1% | 3
CC1CCCCC1NC(=O)CCCN1C(=O)c2ccccc2C1=O (centres undefined) | · | · | 1% | 2% | · | -4% | 0 | · | ·
COCC(=O)N1CCC(Oc2ccc(C(=O)NCc3cc(C)no3)cc2)CC1 | -7 | 3 | 0% | 4% | 3 | -4% | 0 | 1.0% | -8
CCn1c(SCC(=O)Nc2nccs2)nnc1-c1ccc(S(=O)(=O)N2CCCCC2)cc1 | -8 | -3 | 2% | · | 0 | -4% | -6 | -0.1% | -20
CC(C)N1CC(O)=C(c2nc3ccccc3c(=O)[nH]2)C1=N | -3 | 4 | -6% | 5% | 1 | -1% | -3 | 2.5% | 0
COc1ccccc1CCNC(=O)C(=O)NCC1OCCCN1S(=O)(=O)c1cc(C)ccc1C (centres undefined) | -1 | -7 | -5% | 1% | 6 | -4% | -4 | 13% | 1
Cc1ccc(NC(=O)CN2C(=O)c3ccccc3S2(=O)=O)c(C)c1 | 2 | 6 | 2% | 6% | 2 | -3% | 1 | 2.7% | 9
CCC(C(=O)N1CCN(c2ncccn2)CC1)c1ccccc1 (centres undefined) | 1 | 2 | 3% | 2% | 2 | -4% | -2 | 5.9% | 4
COc1cc(C)c(CN2CCN(C(=O)CCC(=O)c3ccc(C)s3)CC2)cc1OC | · | · | -1% | -2% | · | -1% | -4 | · | ·
O=C(NC1=NCCS1)c1ccc(Cl)c(S(=O)(=O)N2CCOCC2)c1 | -4 | 20 | 0% | -9% | 6 | -4% | -17 | 0.5% | -14
COc1cccc(N2CCN(C(=O)C3CCCN(S(=O)(=O)c4ccc5c(c4)oc(=O)n5C)C3)CC2)c1 (centres undefined) | 9&-2 | -1&-4 | 1%&1% | 2%&2% | 0&5 | 5%&-1% | -7&0 | 0.7%&3.0% | -11&-11
Cc1cc(=O)c(C(=O)O)cn1-c1ccc(C(C)C)cc1 | 13 | -4 | -3% | ? | 3 | -5% | 10 | 1.5% | -3
N#Cc1ccc(NC(=O)c2cc(=O)c3ccccc3o2)cc1 | 5 | -6 | -6% | -4% | 4 | -3% | 7&0 | 14% | 4
Cc1cc(N/N=C/c2ccccc2Cl)nc(NCc2ccccc2)n1 | -9 | 1 | -2% | -8% | 6 | 18% | 1 | 4.3% | 8
O=C(Nc1ccccc1Cl)C1CCN(S(=O)(=O)c2cccc3nonc23)CC1 | 24 | -5 | 1% | -1% | 10 | -5% | -6 | 4.2% | -2
O=C(CN1C(=O)NC(c2ccccc2)(c2ccccc2)C1=O)NCc1ccco1 | · | · | 1% | -23% | · | 1% | -5 | · | ·
CCC(C)(C)n1nnnc1C(c1cccnc1)N1CCC(Cc2ccccc2)CC1 (centres undefined) | 7 | -2 | 0% | -9% | 2 | 0% | -1 | -0.1% | -16
CC(C)C[C@@H](CNCC(=O)[C@H](Cc1c[nH]c2ccccc12)NC(=O)c1[nH]cnc1C(=O)N[C@@H](C)CN)NC(=O)c1nc[nH]c1C(=O)N[C@@H](Cc1ccccc1)C(=O)O | · | · | 2% | 3% | · | -1% | 5 | · | ·
CC(C)C[C@H]1CN=C(Nc2ccccc2)N1CCCC1CCCCC1 | -12 | 3 | 4% | -14% | 24 | -6% | -18 | -0.4% | 2
CCOc1ccc(C(=O)Nc2nnc(SCc3cc(=O)n4ccccc4n3)s2)cc1 | 10 | 2 | 1% | -1% | 0 | -1% | -2 | ? | -10
C=CCn1c(=O)c(C(=O)Nc2ccccc2C(=O)OCC)c(O)c2ccccc21 | -5 | 0 | 0% | -15% | 1 | -2% | 2 | 1.2% | 0
CCc1ccccc1NC(=O)Cn1c(C(=O)OC)cc2oc(C)cc21 | 12 | -2 | 4% | -5% | 0 | 2% | -13 | -0.6% | 5

From PubChem
